RNase H inhibition = RNase H inhibition, HIV 1 Gag Pol polyprotein, FRET biochemical assay, screening (AID 372) | hit rate 0.77% among 100,000 | HIV-1 RT RNase H, FRET RNA/DNA substrate fluorescence; higher % means a stronger effect | inhibition, % at 10 µM, or IC50 in µM where a hit was titrated; in the data active = inhibition above about 50%
An asterisk follows results filed as active. Some of the compounds tested; the hit share may differ from the screen's.

SMILES | RNase H inhibition
COc1cccc(C2(c3cccc(OC)c3)CC2C(=O)Nc2cccc3ccccc23)c1 (stereo not drawn) | 7%
Cc1cc(Nc2ccccc2)n(C(=O)c2ccccc2)n1 | 8%
COC(=O)c1ccc(N/C=C/C(=O)c2ccc(Br)cc2)cc1 | 4%
Cc1ccc(CSc2nc(N)c3c4c(sc3n2)CCC4)c(C)c1 | 10%
CCOc1ccc(N2C(=O)C(C)C(Cc3cc(C)cc(C)c3)C2=O)cc1 (stereo not drawn) | 12%
Cc1ccc(-n2nc3cc(C)c(NC(=O)c4ccc([N+](=O)[O-])cc4)cc3n2)cc1 | 10%
O=C(CN1CCCCC1)NC12CC3CC(CC(C3)C1)C2 | 0%
O=C(NC(=S)Nc1ccc2oc(-c3cc(Cl)ccc3Cl)nc2c1)c1ccccc1[N+](=O)[O-] | 15%
O=C(Nc1cccc2c1C(=O)NC2=O)c1ccc(C(=O)c2ccccc2)cc1 | 8%
CCOC(=O)C1=C(C)N=c2s/c(=C\c3ccc(OCc4ccccc4)c(OC)c3)c(=O)n2C1c1ccc(C)cc1 (stereo not drawn) | 22%
O=C1NC(=S)NC(=O)C1=Cc1cn(Cc2c(F)cccc2Cl)c2ccccc12 | 6%
O=C1CSC2=NCN(c3ccc([N+](=O)[O-])cc3)CN12 | 19%
COc1ccc(OC)c(/C=C2/C(=O)NC(=O)N(c3ccc(Br)cc3C)C2=O)c1 | 0%
CCOC(=O)c1c(NC(=O)Cc2ccc(Cl)cc2)sc(C(=O)Nc2ccccc2OC)c1C | 0%
Cc1ccc(-c2n[nH]c(=S)n2N=Cc2ccc(C(C)(C)C)cc2)cc1 | 0%
COc1cc(/C=C2\C(=O)NC(=O)N(c3ccc(C)cc3)C2=O)c(Br)cc1OCC(=O)O | 5%
COc1ccc(OC)c(/C=C2/SC(NC(C)=O)=NC2=O)c1 | 3%
COc1cc(C2NC(=O)N(C)C(C)=C2C(=O)OCc2ccccc2)cc(Cl)c1O (stereo not drawn) | 3%
COc1ccc(-c2nc(-c3ccc(Cl)cc3)cs2)cc1OC | 19%
CC1(C)[C@H]2CC=C(CN3CCN(C/C=C/c4ccccc4)CC3)[C@@H]1C2 | 7%
O=C1C=C(NCCc2ccccc2)C2(CCCCC2)O1 | 1%
COc1ccc(C(=O)Nc2nc(-c3ccc(F)cc3)cs2)cc1 | 0%
O=[N+]([O-])c1cc(/C=N/Nc2ccccn2)c(O)c([N+](=O)[O-])c1 | 3%
CCCc1cc2ccccc2o1 | 4%
COC(=O)C1=C(C)N=C2SCCC(=O)N2C1c1ccccc1Cl (stereo not drawn) | 0%
CC(C)(C)C1(C)O[C@@H](CO)[C@H](CO)O1 | 0%
CC(C)(C)c1cc2oc3c(c2c(C=Nc2ccccc2O)c1O)CCCC3 | 18%
Cc1cc(N(C)/N=C/c2ccccc2Cl)nc(-c2ccccc2O)n1 | 10%
CCc1ccccc1NC(=O)c1cc2cc(Br)ccc2oc1=O | 2%
Cc1cccc(N2CCN(C(=O)c3c(-c4c(Cl)cccc4Cl)noc3C)CC2)c1C | 15%
O=C1c2ccc(S(=O)(=O)c3ccc4c(c3)C(=O)N(Cc3cccnc3)C4=O)cc2C(=O)N1Cc1cccnc1 | 3%
O=C1NC(=O)C(=Cc2cn(Cc3cccc4ccccc34)c3ccccc23)C(=O)N1 | 15%
CCCOc1ccccc1NC(=O)/C=C/C(N)=O | 1%
CC1(C)CC(OC(=O)CCCCCCCCC(=O)OC2CC(C)(C)NC(C)(C)C2)CC(C)(C)N1 | 12%
O=C1CCCC2=C1C(c1ccco1)Nc1ccc(C(=O)c3ccccc3)cc1N2 (stereo not drawn) | 7%
CCOC(=O)C1=C(O)/C(=C/c2ccco2)SC1=Nc1ccc(C)cc1 | 16%
COc1ccc(C2CC(=O)C3=C(C2)OC2=C(C(=O)CC(c4ccc(OC)cc4)C2)C3c2ccc(OC)c(OC)c2)cc1 (stereo not drawn) | 13%
CCN(CC)CC(O)COC1CCC(C(C)(C)C)CC1 (stereo not drawn) | 15%
Cc1nn(C(=O)c2cccc([N+](=O)[O-])c2)c(C)c1Sc1ccc([N+](=O)[O-])cc1 | 10%
O=C(N/N=C/c1ccc(Cl)cc1)c1ccco1 | 1%
COC(=O)c1cc(C(=O)Nc2ccccc2C(N)=O)cc([N+](=O)[O-])c1 | 5%
CCOC(=O)c1cnc2c(C)c(Cl)ccc2c1NCCc1ccccc1 | 28%
CCOC(=O)C(=C/C=C/c1ccccc1)C(=O)OCC | 2%
O=C(NC1CCCCC1)C(c1ccccc1)c1ccccc1 | 3%
COc1cc(Oc2ccccc2)nc(N)n1 | 2%
O=C(/C=C/c1ccccc1)NC(=S)Nc1ccc(NC(=O)c2ccco2)cc1 | 43%
CC/C(C)=N/Nc1nc(-c2ccccc2)c(C)s1 | 11%
O=C(O)/C=C\C(=O)Nc1ccccc1C#Cc1ccc(Br)cc1 | 0%
COC(=O)COc1c(Cl)cc(C=O)cc1OC | 5%
COc1ccc(C(=O)N2CCN(c3ccc(F)cc3)CC2)cc1[N+](=O)[O-] | 11%
(next part)
SMILES | RNase H inhibition
COc1ccc(/C=N\NC(=O)CNc2ccccc2C)cc1 | 13%
CCC(=O)Nc1nc(C)c(-c2csc(Nc3ccc(C(=O)O)cc3)n2)s1 | 4%
CC(C)(C)c1cc(C(=O)N/N=C/c2ccc([N+](=O)[O-])cc2)n[nH]1 | 15%
COc1cccc(CN2CCN(S(=O)(=O)c3ccc(C)cc3)CC2)c1 | 2%
CCOC(=O)C1=C(C)N=c2s/c(=C\c3cccc(O)c3)c(=O)n2C1c1cccc(OC)c1 (stereo not drawn) | 23%
Cc1ccc2nc(/C(C#N)=C\c3ccccc3OCC#N)[nH]c2c1 | 5%
COc1cc(C(=O)N2CCN(c3ccc(F)cc3)CC2)cc(OC)c1OC | 4%
Cc1ccc(S(=O)(=O)C(=O)Nc2cccc3nsnc23)cc1 | 5%
Cc1ccc(C(NC(=O)Cc2ccccc2)c2c(O)ccc3ccccc23)cc1 (stereo not drawn) | 13%
O=C(O)c1ccccc1C(=O)Nc1ccccn1 | 2%
CCCCCCCCc1ccc(-c2ccc(C(=O)O)cc2)cc1 | 22%
CCOc1ccc(NC(=S)NC(=O)c2ccccc2I)cc1 | 15%
Cc1cc(Cl)ccc1OCC(=O)N1CCOCC1 | 7%
CC1=C(C#N)C(c2cc3c(cc2[N+](=O)[O-])OCO3)C2=C(CC(C)(C)CC2=O)N1 (stereo not drawn) | 0%
COc1ccc(N2C(=O)c3cccc4c(NC(CO)(CO)CO)ccc(c34)C2=O)cc1 | 14%
CCOC(=O)c1c(NC(=O)C2(c3ccccc3)CCCC2)sc2c1CC(C)(C)OC2 | 25%
CCCCCCSC1=C(C#N)C(c2cccs2)C(C(=O)Nc2ccccc2)=C(C)N1 (stereo not drawn) | 26%
CC(=O)OCCN1C(=O)c2ccc(Oc3cccc(Oc4ccc5c(c4)C(=O)N(CCOC(C)=O)C5=O)c3)cc2C1=O | 10%
C=CCc1ccc(OCCCCOc2ccccc2C(C)=O)c(OC)c1 | 31%
CN(C)CCC#CC1(O)c2ccccc2-c2ccccc21 | 0%
O=C(Nc1cc(Cl)ccc1Cl)c1ccc(-c2ccc(Cl)cc2)o1 | 46%
Cc1ccccc1Cn1cc(/C=C2\SC(=S)NC2=O)c2ccccc21 | 35%
N/C(Cc1ccc([N+](=O)[O-])cc1)=N\OC(=O)COc1ccc2ccccc2c1 | 0%
Cn1c(SCC(=O)N/N=C/c2cc(Br)ccc2O)nc2ccccc21 | 0%
CCOc1ccc(CSc2ncnc(SCc3ccc(OCC)cc3)c2N)cc1 | 2%
O=C(Nc1nnc(CSCc2ccc(Cl)cc2)s1)Nc1ccccc1F | 15%
COc1ccc2[nH]c(C)c(CN3CCCCC3)c(=O)c2c1 | 12%
COc1ccc(CC(=O)N=Nc2c(O)n(Cc3ccccc3)c3ccc(Br)cc23)cc1OC | 30%
COc1ccc(N(CC(=O)NCc2ccccc2)S(=O)(=O)c2ccc(NC(C)=O)cc2)cc1 | 14%
C=CCNC(=S)Nc1ccccc1NC(=S)NCC=C | 0%
CCc1ccc(NC(=S)NC(=O)c2cc3ccccc3cc2OC)cc1 | 2%
O=C(/C=C/c1ccc(Cl)cc1Cl)NCC1CCCO1 (stereo not drawn) | 7%
CC1=C(C(=O)OC2CCCCC2)C(c2ccccc2)C2=C(CC(c3ccccc3)CC2=O)N1 (stereo not drawn) | 4%
Cc1ccc(NC(=O)/C=C/c2ccccc2)cc1 | 8%
CC(NC(=O)CSc1ncccn1)c1ccccc1 (stereo not drawn) | 0%
N#C/C(=C\c1cc(Br)ccc1OCc1ccccc1)C(N)=O | 10%
O=S(=O)(NCC1CCCO1)c1ccc2ccccc2c1 (stereo not drawn) | 3%
CN1CCN(S(=O)C23CC4CC(CC(C4)C2)C3)CC1 (stereo not drawn) | 14%
CCCn1nc(CC(=O)O)c2ccccc2c1=O | 9%
CCOC(=O)C1=C(N)Oc2ccc3ccccc3c2C1c1ccc([N+](=O)[O-])cc1 (stereo not drawn) | 20%
Cc1ccccc1OCC(=O)Nc1cccc(NC(=O)c2ccccc2Cl)c1 | 15%
COCCOC(=O)C1=C(C)NC2=C(C(=O)CC(c3ccccc3)C2)C1c1ccc2c(c1)OCO2 (stereo not drawn) | 8%
O=c1c2c3c(sc2[nH]c(=S)n1CCc1ccccc1)CCC3 | 7%
N/C(=N\c1nc2ccccc2o1)NC(=O)c1ccc(Cl)cc1Cl | 44%
Cc1ccc(S(=O)(=O)/N=C(/Nc2ccccc2I)c2ccccc2)cc1 | 16%
CCc1nnc2c3c4c(sc3nc(C)n12)CCC4 | 13%
COc1ccc(OCCOc2cccc(C=C3C(=O)N(C)C(=O)N(C)C3=O)c2)cc1 | 7%
COc1cc(C(=O)NCc2ccc(F)cc2)cc(OC)c1OC | 0%
N#C/C(=C\c1cn(Cc2ccc(Cl)cc2Cl)c2ccccc12)c1nc2ccccc2[nH]1 | 1%
CCCCn1c(NC(=O)C2CCCCC2)nc2ccccc21 | 4%
(list continues)
SMILES | RNase H inhibition
Cc1cc(NS(=O)(=O)c2ccc(Nc3nc(-c4ccccc4)cs3)cc2)no1 | 2%
CCC(C(=O)Nc1nnc(C(C)(C)C)s1)c1ccccc1 (stereo not drawn) | 8%
CCOC(=O)c1sc(NC(=O)COc2cccc(C)c2C)nc1C | 22%
CCCCNCCCCCOc1ccccc1C(C)C | 5%
O=C(NCC1(c2ccccc2)CCOCC1)c1ccc(Br)o1 | 3%
COC(=O)C1=C(C(=O)OC)SC(=C2C(=S)C(C)(C)N(C)c3ccccc32)S1 | 4%
COc1ccc(OC)c(-c2nc3ccc4ccccc4c3c3c2C(=O)c2ccccc2-3)c1 | 38%
O=C(CSc1nnc(SCC(=O)Nc2ccc(F)cc2)s1)Nc1ccc(F)cc1 | 2%
COC(=O)c1ccc(/C=C2\C(=O)NC(=S)N(c3ccccc3)C2=O)cc1 | 16%
O=[N+]([O-])c1ccccc1CN1CCC(N2CCCCC2)CC1 | 2%
COc1cc(/C=C2\SC(N)=NC2=O)cc(Br)c1OCc1ccc(C)cc1 | 8%
CN(C)/C=C1\N=C(c2ccc(F)cc2)OC1=O | 12%
CC1(C)Cc2ccccc2/C(=C/C(=S)Nc2ccccc2)N1 | 33%
Clc1ccc(-c2cn3ccccc3n2)cc1 | 1%
CC(C)(C)c1cc(S(N)(=O)=O)c2cc(C(C)(C)C)cc(S(N)(=O)=O)c2c1 | 10%
Cc1ccc2oc(-c3cccc(NC(=O)COc4ccc(Cl)c(C)c4)c3C)nc2c1 | 1%
O=C(Cc1ccc(Cl)cc1)NNC(=O)c1ccco1 | 8%
COc1ccc(NS(=O)(=O)c2ccc(F)cc2)cc1 | 0%
CCOC(=O)c1ccccc1NC(=O)CSCc1ccccc1Cl | 46%
CCOC(=O)c1ccc(-n2c(CN3C(=O)c4ccccc4C3=O)nc3ccccc3c2=O)cc1 | 25%

Reformatted: results already given.
SMILES,RNase H inhibition
CN(C)/C=C1\N=C(c2ccc(F)cc2)OC1=O,12%
CC1(C)Cc2ccccc2/C(=C/C(=S)Nc2ccccc2)N1,33%
Clc1ccc(-c2cn3ccccc3n2)cc1,1%
CC(C)(C)c1cc(S(N)(=O)=O)c2cc(C(C)(C)C)cc(S(N)(=O)=O)c2c1,10%

Next records
SMILES | RNase H inhibition
CCc1nnc(NC(=O)CCCOc2ccc(Cl)cc2Cl)s1 | 1%
Cc1nnc(Nc2cccc(Nc3nnc(C)c4ccccc34)c2)c2ccccc12 | 24%
CCC(=O)Nc1cccc(NC(=O)c2ccc(Cl)c([N+](=O)[O-])c2)c1 | 12%
O=C(N/N=C/c1ccc2ccccc2c1)Nc1ccccc1 | 5%
O=C(O)CN1C(=O)/C(=C\c2cccc(OCc3ccccc3F)c2)SC1=S | 20%
COc1cc(C)ccc1OCCCOc1ccc(C(=O)c2ccccc2)cc1 | 25%
Cc1ccc(NC(=O)c2c(NC(=O)c3cccnc3)sc3c2CCC3)cc1 | 1%
CCOc1ccc(-n2nc3ccc(NC(=O)c4ccc([N+](=O)[O-])o4)cc3n2)cc1 | 49%

Filtered by structure, the compounds so far containing two or more sulfur atoms.
SMILES | RNase H inhibition
Cc1ccc(CSc2nc(N)c3c4c(sc3n2)CCC4)c(C)c1 | 10%
CCC(=O)Nc1nc(C)c(-c2csc(Nc3ccc(C(=O)O)cc3)n2)s1 | 4%
Cc1ccc(S(=O)(=O)C(=O)Nc2cccc3nsnc23)cc1 | 5%
CCCCCCSC1=C(C#N)C(c2cccs2)C(C(=O)Nc2ccccc2)=C(C)N1 (stereo not drawn) | 26%
Cc1ccccc1Cn1cc(/C=C2\SC(=S)NC2=O)c2ccccc21 | 35%
CCOc1ccc(CSc2ncnc(SCc3ccc(OCC)cc3)c2N)cc1 | 2%
O=C(Nc1nnc(CSCc2ccc(Cl)cc2)s1)Nc1ccccc1F | 15%
C=CCNC(=S)Nc1ccccc1NC(=S)NCC=C | 0%
O=c1c2c3c(sc2[nH]c(=S)n1CCc1ccccc1)CCC3 | 7%
Cc1cc(NS(=O)(=O)c2ccc(Nc3nc(-c4ccccc4)cs3)cc2)no1 | 2%
COC(=O)C1=C(C(=O)OC)SC(=C2C(=S)C(C)(C)N(C)c3ccccc32)S1 | 4%
O=C(CSc1nnc(SCC(=O)Nc2ccc(F)cc2)s1)Nc1ccc(F)cc1 | 2%
CC(C)(C)c1cc(S(N)(=O)=O)c2cc(C(C)(C)C)cc(S(N)(=O)=O)c2c1 | 10%
O=C(O)CN1C(=O)/C(=C\c2cccc(OCc3ccccc3F)c2)SC1=S | 20%

Assay outcomes (PubChem BioAssay)
